GAA glycogen mod: GAA glycogen-cleavage inhibition or activation. recombinant GAA, glycogen substrate, Amplex Red glucose oxidase fluorescence. Potency, µM (titrated, usually from 76.4 µM), without a hit: top-dose activity change, negative = inhibition, actives largely listed as inhibitors. actives 0.38% (n = 300,000). AID 2100;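 also: 0% = full enzyme reaction and -100% = no-enzyme basal signal; the screen sought inhibitors and activators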
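Natural-substrate format: glycogen cleavage by 4 nM human enzyme, glucose read by Amplex Red coupling (Ex 573, Em 610 nm). Normalized to enzyme and no-enzyme controls.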
GAA inhib: blocks human lysosomal alpha-glucosidase | Potency, µM (highest dose often 76.9 µM), for the others: at the highest dose activity change, negative = inhibition, most hits filed as inhibitors | purified human GAA, 4-MU-alpha-glucoside fluorescence | P10253 | actives 0.005% (n = 200,000);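 also: plate controls were uninhibited enzyme wells for no effect and no-enzyme background for full effect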
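Compounds are titrated up to 77 uM against 4 nM human enzyme. Substrate 4-methylumbelliferyl-alpha-D-pyranoside (400 uM) reacts 20 min at room temperature in pH 5.0 buffer; liberated 4-methylumbelliferone is read at 440 nm.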
GLA spleen mod: inhibitors or activators of human alpha-galactosidase in spleen homogenate | P06280 | human spleen homogenate, 4MU-alpha-Gal fluorescence, 40 min | Potency, µM (top dose mostly 80 µM), inactives show at the highest dose activity change, negative = inhibition, hits mostly inhibitors | actives 0.008% (n = 240,000) | AID 2107;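 also: 0% = enzyme with vehicle and -100% = no enzyme basal signal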
Target sequence (P06280 32-429 limits assumed): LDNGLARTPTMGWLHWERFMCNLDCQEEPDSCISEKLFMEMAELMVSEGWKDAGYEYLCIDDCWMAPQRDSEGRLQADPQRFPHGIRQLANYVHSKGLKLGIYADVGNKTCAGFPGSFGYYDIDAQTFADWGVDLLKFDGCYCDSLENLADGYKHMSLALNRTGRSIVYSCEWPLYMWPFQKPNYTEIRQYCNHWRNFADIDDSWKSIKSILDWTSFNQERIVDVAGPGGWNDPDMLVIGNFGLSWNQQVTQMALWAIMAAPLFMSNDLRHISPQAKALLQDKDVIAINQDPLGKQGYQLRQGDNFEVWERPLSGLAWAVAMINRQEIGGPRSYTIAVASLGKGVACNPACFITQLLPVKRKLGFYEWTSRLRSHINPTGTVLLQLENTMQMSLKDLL
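Inhibition or activation of alpha-galactosidase in human spleen homogenate is scored by 4-MU fluorescence after 40 min at 37C, pH 5.0, with 1 mM substrate. AC50s come from concentration-response fitted to the Hill equation.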
NPSR antag: blocks cAMP signaling of the human neuropeptide S receptor | Potency, µM (series often up to 38.3 µM), without a hit: top-dose activity change, negative = inhibition, usual class: inhibitors | CHO-NPSR cells, cAMP TR-FRET, antagonist mode | actives 1% (n = 220,000) | Q6W5P4; also: % is scaled to controls: 0 for no effect and ±100 for the full control effect; nearly all actives have a fitted effect of over 50% in size; many of its hits are not listed in these tables
Target sequence (Q6W5P4 whole entry, looked up): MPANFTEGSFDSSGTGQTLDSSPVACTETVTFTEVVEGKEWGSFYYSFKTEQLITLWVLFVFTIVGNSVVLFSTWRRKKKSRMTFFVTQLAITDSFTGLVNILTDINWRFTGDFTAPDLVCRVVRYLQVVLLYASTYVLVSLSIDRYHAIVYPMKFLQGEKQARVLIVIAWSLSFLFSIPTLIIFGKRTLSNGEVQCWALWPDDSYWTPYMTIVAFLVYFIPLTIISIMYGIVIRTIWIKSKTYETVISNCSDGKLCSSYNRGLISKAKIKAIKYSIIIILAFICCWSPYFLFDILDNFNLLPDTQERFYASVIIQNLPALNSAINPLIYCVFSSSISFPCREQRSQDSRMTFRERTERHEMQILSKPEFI
Tau fluor cs: counter-screen for tau fibril formation inhibitors | tau K18 P301L (four-repeat tau fragment) Alexa594 fluorescence, heparin fibrillization | Potency, µM (doses to about 57.7 µM), for the others: at the top dose activity change, negative = decrease | actives 0.93% (n = 280,000); also: % is scaled to controls: 0 for no effect and ±100 for the full control effect; nearly all actives have a fitted effect of over 55% in size
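Human K18 P301L tau (15 uM unlabeled plus 0.24 uM Alexa 594-labeled, final) in 100 mM sodium acetate pH 7 was mixed with compound and 20 uM heparin and incubated 6 hr at 37 C.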
aGlu spleen mod: lysosomal alpha-glucosidase (human) modulation | P10253 | actives 0.006% (n = 240,000) | Potency, µM (highest dose often 79.9 µM), inactives show at the highest dose activity change, negative = inhibition, actives largely listed as inhibitors | human spleen homogenate, 4-MU-alpha-glucoside fluorescence;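 also: 0% = enzyme with vehicle and -100% = no enzyme basal signal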
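Human spleen homogenate (1 ug) with 4-methylumbelliferyl-alpha-D-glucopyranoside (1 mM final) in 50 mM citrate/phosphate pH 5.0, 0.01% Tween-20; 40 min at 37 C. Stopped at pH 10; 4-MU fluorescence Ex 365/Em 440 nm; AC50 by Hill fit.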
Epigenetic reg: derepresses silenced GFP reporter in murine cells | murine LDR cells, GFP reporter derepression, 30 h | Potency, µM (highest dose often 53.9 µM), for inactives: at the top dose GFP activation, most hits filed as activators | actives 0.2% (n = 280,000); also: % of control where 0% means no effect; nearly all actives have a fitted effect of over 60% in size
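Readout is the number of GFP-expressing murine LDR cells, counted by cytometry following washing. Cells were treated with compound for 30 h at 37 C; the stably integrated CMV-GFP locus is normally silent.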
ALDH1A1 block: ALDH1A1 (human) enzyme inhibition; Potency, µM (top dose mostly 75.3 µM), for inactives: at the top dose activity, negative = inhibition, most hits filed as inhibitors; actives 7.3% (n = 220,000); P00352; Purified ALDH1A1, NADH fluorescence, propionaldehyde substrate; active = well fitted inhibition curve with a large enough effect, not every such curve was filed as active; inconclusive = small, poorly fitted or top-dose-only effect, or another doubt; inactive = no such curve, though single readings can be large or run the other way;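 also: plate controls were no enzyme wells and a reference inhibitor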
Numbers without * were called inactive; ? = inconclusive; . = not tested or not shown; [ ] = dose if it differs, or a comment. Unless noted, calls follow the shape of the dose curve; as a rule, active = well fitted curve in the direction sought with a large enough effect; inconclusive = small, poorly fitted or top-dose-only effect, or another doubt; inactive = no such curve, though single readings can be large; an effect the other way counts as inactive or inconclusive. Potency is read from the fitted curve at half-maximal effect.

SMILES	GAA glycogen mod	GAA inhib	GLA spleen mod	NPSR antag	Tau fluor cs	aGlu spleen mod	Epigenetic reg	ALDH1A1 block
CCS(=O)(=O)c1cc([N+](=O)[O-])c(Sc2ccccc2NC(C)=O)s1	0%	.	9%	?	?	5%	-5.6%	.
CC1Cc2ccccc2N1CC(=O)NC(=O)NC1CCCCC1 (configuration not stated)	22%	9%	9%	-26%	-23%	3%	1.3%	-1%
O=C(Cn1cnc2scc(-c3ccc(Br)cc3)c2c1=O)N1CCOCC1	-13%	2%	6%	-6%	-13%	10%	0.2%	4%
CCNC(=S)Nc1ccc(NC(=O)c2ccccc2O)cc1	-12%	.	11%	23%	?	9%	0.1%	.
Cc1ccccc1Nc1nc(N)nc(CSc2nnnn2C)n1	3%	3%	6%	3%	-7%	5%	-1.1%	4%
COc1ccc(-c2nn(CC(=O)NCCc3ccccc3)c(=S)n2C)cc1	1%	-1%	-7%	6%	-1%	-6%	2.1%	-2%
O=C(C1=C[C@H](c2coc3ccccc3c2=O)C[C@H](OCc2ccc(CO)cc2)O1)N1CCOCC1	-10%	.	10%	8%	4%	8%	0.0%	-3%
Cc1cc2nnc(SC(C)C)n2c2ccccc12	0%	-4%	-4%	1%[46.1 µM]	-5%	-9%	0.0%	?
CCC(C(=O)Nc1nnc(-c2ccco2)s1)c1ccccc1 (configuration not stated)	-9%	-1%	7%	-12%[46.1 µM]	-14%	4%	-0.7%	?
COC(=O)[C@H](Cc1ccccc1)NC(=O)[C@@H]1C[C@H]1[C@@H](NC(=O)OCc1ccccc1)c1ccccc1	5%	0%	0%	-12%	4%	4%	-0.4%	18%
COc1cccc(C2C(C(=O)NCc3ccccc3)=C(C)Nc3ncnn32)c1 (configuration not stated)	-4%	0%	-17%	-1%[46.1 µM]	-3%	-1%	-3.3%	-8%
C=C1c2cccc(C(F)(F)F)c2O[C@H](C(=O)OCC)C1OC (mixture of isomers)	.	.	3%[119 µM]	.	-23%[81.3 µM]	-8%[119 µM]	2.5%	3%
CS(=O)(=O)N1CCc2cc(S(=O)(=O)NCCNS(=O)(=O)c3ccc4c(c3)CCN4S(C)(=O)=O)ccc21	9%	-4%	?	3%	-7%	1%	-4.2%	-6%
O=C1CCCc2c1cnc1ncnn21	-6%	8%	2%	6%	-3%	-4%	-1.2%	13%
COC(=O)NCC(c1cccnc1)N1CCN(c2ccccc2F)CC1 (configuration not stated)	-4%	2%	2%	-12%[46.1 µM]	3%	-3%	-1.0%	-6%
O=C(NCc1cccnc1)c1ccc(NC(=O)c2cccc([N+](=O)[O-])c2)cc1	-3%	15%	3%	9%	-17%	-2%	1.6%	19%
Cc1ccc(NC(=O)c2ccccc2)s1	-9%	-2%	-5%	-5%[46.1 µM]	-13%	-6%	0.0%	0%
N#C/C(=C\c1ccccc1[N+](=O)[O-])C(=O)NCc1ccccc1	4%	.	-6%	-16%	-11%	3%	0.7%	.
CCCn1c(NC(=O)c2ccccc2)nc2ccccc21	-22%	1%	-7%	-11%[46.1 µM]	-13%	-8%	-1.0%	5%
O=C1CS/C(=C/C(=O)c2ccccc2)N1	1%	-1%	-3%	3%[46.1 µM]	-5%	-22%	1.7%	-7%
COC(=O)C(CC(C)C)NC(=O)c1ccc([N+](=O)[O-])cc1 (configuration not stated)	-8%	-2%	3%	-16%[46.1 µM]	-4%	0%	0.9%	7%
CCOc1ccc(C(=S)N2CCOCC2)cc1	9%	-1%	20%	-3%[46.1 µM]	6%	-11%	0.0%	-2%
O=C(Nc1ccccn1)c1cc2cc([N+](=O)[O-])ccc2s1	-2%	-3%	2%	-18%	-6%	.	-1.1%	0%
CCOC(=O)C1CCN(C(=O)C(CC)c2ccccc2)CC1 (configuration not stated)	-6%	0%	-11%	-4%	-2%	-1%	-2.3%	-6%
O=C(CSc1nnc2ccccn12)NNC(=O)c1ccc(Cl)cc1	6%	7%	0%	11%	8%	1%	-1.4%	-6%
O=S(=O)(c1ccc(-n2cnnn2)cc1)N1CCC(N2CCCCC2)CC1	3%	-2%	-1%	21%	-1%	3%	0.0%	1%
COc1ccc(N2CCN(C(CNC(=O)C(=O)NCc3ccc4c(c3)OCO4)c3ccco3)CC2)cc1 (configuration not stated)	7%	-4%	-1%	-12%	-23%	.	3.2%	3%
CC1(C)CC(=O)C=C(Nc2ccccn2)C1	8%	-1%	-19%	-5%[46.1 µM]	7%	-8%	-1.0%	8.9µM*
CCOC(=O)c1sc2nc(N3CCOCC3)c3c(c2c1N)CC(C(C)C)OC3 (configuration not stated)	-11%	4%	6%	-5%	-1%	3%	-3.3%	?
Cc1occc1C(=O)NNC(=O)C1CC1	2%	-3%	8%	3%	-1%	-1%	-3.1%	6%
COc1cccc(S(=O)(=O)Nc2ccc(C(=O)N3CCN(C(=O)c4ccco4)CC3)cc2)c1	-2%	?	-2%	-7%[46.1 µM]	-12%	-7%	-1.0%	18µM*
COc1ccc(CNC(=O)Nc2cccc3ccccc23)cc1	-1%	-13%	8%	-7%[46.1 µM]	-7%	8%	-0.2%	?
O=C(COc1ccccc1)N1CCN=C1SCc1ccc(F)cc1	3%	.	7%	-11%	-17%	-5%	0.0%	.
CC(N)(COP(=O)(O)O)C(=O)O (configuration not stated)	.	.	2%	.	5%	0%	0.0%	6%
Cc1cc(C(=O)OCC(=O)NCc2ccccc2Cl)c(C)o1	-2%	13%	-3%	-2%	-1%	2%	-0.2%	-8%
CC(=O)Nc1ccc(NC(=O)C(C)O/N=C/c2cccc([N+](=O)[O-])c2)cc1 (configuration not stated)	-10%	0%	-4%	-17%[46.1 µM]	-8%	-4%	0.8%	?
CCn1nnnc1-c1ccc(OC)c(S(=O)(=O)Nc2ccc(C)c(C)c2)c1	10%	-13%	15%	7%[46.1 µM]	-17%	1%	1.5%	7.1µM*
Cc1oc(C(C)(C)C)cc1C(=O)NCC(=O)NCC(=O)O	2%	-15%	-12%	10%[46.1 µM]	6%	5%	-2.4%	1%
Fc1cccc(Cl)c1Cc1noc(/C=C/c2ccccc2)n1	-1%	-2%	?	-26%[46.1 µM]	-13%	0%	0.0%	-13%
CC1CCN(S(=O)(=O)c2cccc(C(=O)N(C)C3CCS(=O)(=O)C3)c2)CC1 (configuration not stated)	3%	-6%	11%	2%[46.1 µM]	1%	-1%	-2.0%	5%

In the list so far, 5 contain a thiophene ring, fused or not.
SMILES	GAA glycogen mod	GAA inhib	GLA spleen mod	NPSR antag	Tau fluor cs	aGlu spleen mod	Epigenetic reg	ALDH1A1 block
CCS(=O)(=O)c1cc([N+](=O)[O-])c(Sc2ccccc2NC(C)=O)s1	0%	.	9%	?	?	5%	-5.6%	.
O=C(Cn1cnc2scc(-c3ccc(Br)cc3)c2c1=O)N1CCOCC1	-13%	2%	6%	-6%	-13%	10%	0.2%	4%
Cc1ccc(NC(=O)c2ccccc2)s1	-9%	-2%	-5%	-5%[46.1 µM]	-13%	-6%	0.0%	0%
O=C(Nc1ccccn1)c1cc2cc([N+](=O)[O-])ccc2s1	-2%	-3%	2%	-18%	-6%	.	-1.1%	0%
CCOC(=O)c1sc2nc(N3CCOCC3)c3c(c2c1N)CC(C(C)C)OC3 (configuration not stated)	-11%	4%	6%	-5%	-1%	3%	-3.3%	?

(continued)
SMILES	GAA glycogen mod	GAA inhib	GLA spleen mod	NPSR antag	Tau fluor cs	aGlu spleen mod	Epigenetic reg	ALDH1A1 block
O=C(Nc1ccc(Cl)cc1)N1CCc2[nH]c3ccccc3c2C1	-11%	-2%	-5%	-18%[46.1 µM]	?	-13%	-0.1%	4%
CC(C)C(c1nnnn1Cc1ccc(F)cc1)N1CCSCC1 (configuration not stated)	-6%	-5%	-10%	-3%[46.1 µM]	-6%	-7%	-1.1%	0%
CCc1ccc(-n2cc(-c3ccc([N+](=O)[O-])cc3)[nH]c2=S)cc1	8%	-9%	-6%	10%	-18%	5%	0.0%	6%
Cc1ccc(C(=O)NC2CCS(=O)(=O)C2)cc1S(=O)(=O)N1CCCCC1 (configuration not stated)	5%	-2%	5%	-4%[46.1 µM]	-1%	-2%	-1.0%	-3%
CCc1ccc2c(c1)C1(SC(NC(C)=O)=NN1C(C)=O)C(=O)N2CC (configuration not stated)	-4%	4%	-1%	2%	-4%	-16%	0.9%	8%
CCOC(=O)c1ccccc1NC(=O)C1CC(=O)N(c2ccccc2)C1 (configuration not stated)	-5%	2%	-8%	-4%	13%	-3%	-2.9%	?
CCOC(=O)c1cc(-c2ccc(Cl)s2)nc2c1c(C)nn2C	-1%	-1%	7%	1%[46.1 µM]	-6%	6%	-8.8%	?
O=C(O)/C=C/C(=O)Nc1ccccc1C(=O)OCC(=O)c1ccc2c(c1)OCCO2	0%	?	2%	-29%	-7%	-4%	-0.3%	?
O=C(Cc1csc(-c2ccccc2)n1)Nc1ccc(C(F)(F)F)cc1	8%	-2%	13%	-10%	-22%	-5%	-0.3%	5%
COc1cc(NC(=O)COC(=O)CSc2ccc3ccccc3c2)c(C)cc1[N+](=O)[O-]	-3%	4%	5%	-6%	-28%	9%	0.0%	?
CCOc1cccc(OCCOCCN(C)C)c1	11%	-3%	-1%	12%	-3%	-2%	-5.1%	-3%
CCOC(=O)c1c(-c2ccc(C)cc2)csc1NC1=NS(=O)(=O)c2ccccc21	8%	-1%	-1%	?	2%	3%	1.1%	?
COc1ccccc1NC(=O)Cn1cnc2sc(C)c(S(=O)(=O)N3CCCCC3)c2c1=O	7%	2%	-14%	0%	-14%	-3%	0.3%	23%
C=C(C)CN=c1scc(C)n1/N=C/c1ccco1	0%	-2%	-2%	-1%[46.1 µM]	-3%	-9%	0.7%	7%
O=C(c1ccco1)N1CCn2c1nc1ccccc12	2%	-8%	-1%	5%[46.1 µM]	-4%	-2%	2.4%	-3%
Nc1nc2nc(Cl)[nH]c2c(=O)[nH]1	.	.	6%	.	-6%	5%	-0.9%	0%
NC(=O)COC(=O)CNC(=O)c1sc2ccccc2c1Cl	-2%	5%	0%	-7%	-4%	4%	-1.4%	22µM*
CCn1nccc1C(=O)Nc1ccc(Cl)c(Cl)c1	-3%	-3%	-3%	24%[46.1 µM]	-29%	-5%	-1.0%	-10%

Not all compounds are listed (hit frequency here may not be typical).
